Screening data deposited in PubChem by National Center for Advancing Translational Sciences (NCATS).
HttQ103 aggreg – reduces HttQ103-GFP aggregates in PC12 cells | PC12 HttQ103-GFP aggregates, Acumen cytometry, 40 h | Potency, µM (top dose mostly 46.1 µM), for inactives: at the highest dose activity change, negative = inhibition, hits mostly inhibitors | actives 1.1% (n = 220,000) | AID 1688; also: % is scaled to controls: 0 for no effect and ±100 for the full control effect; nearly all actives have a fitted effect of over 60% in size
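Compounds (qHTS titration) were added to PC12 cells expressing an ecdysone-driven HTT exon 1 Q103–GFP fusion after induction with 100 nM tebufenozide. Aggregate formation was measured as GFP objects in cell lysates.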
aGlu spleen mod – inhibitors or activators of human alpha-glucosidase in spleen homogenate. human spleen homogenate, 4-MU-alpha-glucoside fluorescence. actives 0.006% (n = 240,000). AID 2112. Potency, µM (top dose mostly 79.9 µM), without a hit: at the highest dose activity change, negative = inhibition, actives largely listed as inhibitors. P10253;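 also: 0% = enzyme with vehicle and -100% = no enzyme basal signal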
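Enzyme source: human spleen homogenate, 1 ug/well. Buffer 50 mM citric acid/K phosphate pH 5.0, 0.01% Tween-20. 4-MU-alpha-glucoside 1 mM; 37 C x 40 min; NaOH/glycine stop; fluorescence.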
GoLoco inh red – blocks human Gai1 binding to RGS12 GoLoco peptide, red readout; P63096; Gai1:RGS12 GoLoco peptide FP, rhodamine, 10 min; Potency, µM (titrated, usually from 61.6 µM), for inactives: at the top dose activity, negative = inhibition, actives largely listed as inhibitors; actives 0.44% (n = 230,000); AID 880; active = well fitted inhibition curve with a large enough effect, not every such curve was filed as active; inactive = no such curve, though single readings can be large or run the other way; also: % is scaled to controls: 0 for no effect and ±100 for the full control effect; nearly all actives have a fitted effect of over 30% in size; many of its hits are not listed in these tables
Target sequence (P63096 whole entry, looked up): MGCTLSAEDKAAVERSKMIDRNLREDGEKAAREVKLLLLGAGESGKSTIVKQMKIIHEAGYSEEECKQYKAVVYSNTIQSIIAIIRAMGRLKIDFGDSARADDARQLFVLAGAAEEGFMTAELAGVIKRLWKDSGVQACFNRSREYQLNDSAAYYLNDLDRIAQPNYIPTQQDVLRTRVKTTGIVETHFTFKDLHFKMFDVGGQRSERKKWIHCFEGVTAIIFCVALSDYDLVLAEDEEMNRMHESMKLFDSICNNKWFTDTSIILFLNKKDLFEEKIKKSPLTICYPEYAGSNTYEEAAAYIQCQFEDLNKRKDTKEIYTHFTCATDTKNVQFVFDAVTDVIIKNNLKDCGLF
GAA glycogen – inhibitors or activators of human alpha-glucosidase glycogen cleavage | recombinant GAA, glycogen substrate, Amplex Red glucose oxidase fluorescence | actives 0.38% (n = 300,000) | Potency, µM (titrated, usually from 76.4 µM), without a hit: at the top dose activity change, negative = inhibition, actives largely listed as inhibitors;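 also: 0% = full enzyme reaction and -100% = no-enzyme basal signal; the screen sought inhibitors and activators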
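Recombinant human alpha-glucosidase (4 nM final) hydrolysed bovine liver glycogen (30 ug) for 40 min at 37 C in pH 5.0 citrate/phosphate with 0.01% Tween-20. Released glucose detected by glucose oxidase/Amplex Red, Ex 573/Em 610 nm. Compounds up to 77 uM; AC50 from Hill fits.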
GAA inhib – blocks human lysosomal alpha-glucosidase. P10253. purified human GAA, 4-MU-alpha-glucoside fluorescence. Potency, µM (highest dose often 76.9 µM), for the others: top-dose activity change, negative = inhibition, actives largely listed as inhibitors. actives 0.005% (n = 200,000);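 also: plate controls were uninhibited enzyme wells for no effect and no-enzyme background for full effect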
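Read-out is 4-methylumbelliferone fluorescence (Ex 365/Em 440 nm) after NaOH/glycine stop at pH 10. Enzyme 4 nM, substrate 400 uM, pH 5.0 citrate buffer, 20 min room temperature; AC50 from Hill-equation concentration-response.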
IMPase Li inh – cell-permeable IMPase inhibitors with lithium potentiation. Potency, µM (highest dose often 59.4 µM), without a hit: at the highest dose activity, negative = IMPase inhibition, hits mostly inhibitors. AID 1457. actives 0.35% (n = 210,000). CHO-M1 cells, IP1 TR-FRET (IP-One), carbachol + lithium;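 also: IP1 builds up when IMPase is blocked and the TR-FRET signal falls; plate controls were basal vehicle for no effect and high inhibitor control for full effect; nearly all actives have a fitted effect of over 50% in size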
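CHO cells stably expressing M1 receptor (2000/well, cultured 16–30 h) treated 30 min at 37C with compound plus low lithium. Cytosolic IP1 by TR-FRET (665/620 ratio and 620 channel) after 10 min lysis; AC50 by Hill fit.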
HTT cytoprotect – protects HTT-Q103 PC12 cells, measured by ATP; PC12 HTT-Q103 induced, cytoprotection, ATP luminescence, 40 h; Potency, µM (highest dose often 56.4 µM), inactives show cytoprotection (ATP increase), hits mostly activators; actives 0.14% (n = 230,000); AID 1471;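 also: % of control where 0% means no effect; nearly all actives have a fitted effect of over 45% in size; toxic huntingtin expression switched on by the ecdysone agonist tebufenozide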
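Compounds were screened for protection of PC12 cells against cell death after tebufenozide induction (100 nM final) of mutant Huntingtin exon 1 (Q103) fused to GFP.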
* marks the source's active call; other numbers are inactive results; [ ] = dose if it differs, or a comment. Unless noted, calls follow the shape of the dose curve; as a rule, active = well fitted curve in the direction sought with a large enough effect; inconclusive = small, poorly fitted or top-dose-only effect, or another doubt; inactive = no such curve, though single readings can be large; an effect the other way counts as inactive or inconclusive. Potency is read from the fitted curve at half-maximal effect. A portion of the library. The share of hits here may be higher or lower than overall.

Screening COc1ccccc1N(CC(O)COc1c(C)cc(C)cc1C)S(=O)(=O)c1ccccc1 (stereo not drawn) returned HttQ103 aggreg inconclusive, aGlu spleen mod -24.3%, GoLoco inh red 4.9%, GAA glycogen -4.8%, GAA inhib -8.2%, IMPase Li inh 11.7% and HTT cytoprotect 4.2%[10 µM].
Screening Cc1ccc(S(=O)(=O)NC2CCCC(C(=O)O)C2)cc1 (stereo not drawn) returned HttQ103 aggreg -3.2%, aGlu spleen mod -16.1%, GoLoco inh red 6.5%, GAA glycogen 1.7%, GAA inhib -9.5%, IMPase Li inh 24.8%[38.3 µM] and HTT cytoprotect -5.4%.
Cc1csc2ncc(C(=O)Nc3ccccc3Cl)c(=O)n12 was read as HttQ103 aggreg -6.6%[9.22 µM], aGlu spleen mod -0.2%, GoLoco inh red -4.8%, GAA glycogen 8.3%, IMPase Li inh -4.8% and HTT cytoprotect 3.4%.
Screening CCSc1nnc(NC(=O)c2cc(C)nc3ccccc23)s1 returned HttQ103 aggreg 3.5%, aGlu spleen mod -4.6%, GoLoco inh red 0.5%, GAA glycogen 0.9%, GAA inhib -3.0%, IMPase Li inh -15.7%[38.3 µM] and HTT cytoprotect -9.3%.
For COCCn1c(CN(Cc2ccccc2)Cc2ccccc2)nc2c1c(=O)n(C)c(=O)n2C the results were HttQ103 aggreg -8.8%, aGlu spleen mod 7.2%, GoLoco inh red 1.5%, GAA glycogen -7.4%, GAA inhib -4.0%[15.4 µM], IMPase Li inh 32.9%[activator][38.3 µM] and HTT cytoprotect -22.3%.
Screening CCc1ccccc1NC(=O)CSc1nc2ccccc2n1CC(=O)N(C)C returned HttQ103 aggreg -3.3%, aGlu spleen mod -3.8%, GoLoco inh red 6.3%, GAA glycogen 5.8%, GAA inhib -4.7%, IMPase Li inh 26.0%[38.3 µM] and HTT cytoprotect 14.7%[10 µM].
`COCc1cc(C(C)=O)ccc1OCC(=O)Nc1ccc(NC(C)=O)cc1` gave HttQ103 aggreg 17.8%, aGlu spleen mod -1.6%, GoLoco inh red 2.5%, GAA glycogen -5.2%, GAA inhib inconclusive, IMPase Li inh -0.2% and HTT cytoprotect -21.0%.
For COc1cc(C2C3=C(CCCC3=O)Nc3[nH]n(-c4ccccc4)c(=O)c32)cc(OC)c1OC (stereo not drawn) the results were HttQ103 aggreg -5.1%, aGlu spleen mod -10.0%, GoLoco inh red 1.1%, GAA glycogen inconclusive, GAA inhib -2.7%, IMPase Li inh 16.0% and HTT cytoprotect -21.9%.
CCC(C)(C)NC(=O)C(c1cccn1C)N(C(=O)Cn1nnc2ccccc21)c1ccc(F)cc1 (stereo not drawn) was read as HttQ103 aggreg -8.2%, aGlu spleen mod 0.4%, GAA glycogen 13.8%, GAA inhib 5.2% and HTT cytoprotect -15.2%[10 µM].
COCCCN1C(=O)C(O)=C(C(C)=O)C1c1cccc(F)c1 (stereo not drawn) was read as HttQ103 aggreg -1.1%, aGlu spleen mod -3.6%, GoLoco inh red -6.3%, GAA glycogen -5.3%, GAA inhib 0.1%, IMPase Li inh -10.6%[38.3 µM] and HTT cytoprotect 2.1%.

The last 2 entries of the part above are carried over, then new ones follow:
CCC(C)(C)NC(=O)C(c1cccn1C)N(C(=O)Cn1nnc2ccccc21)c1ccc(F)cc1 (stereo not drawn) was read as HttQ103 aggreg -8.2%, aGlu spleen mod 0.4%, GAA glycogen 13.8%, GAA inhib 5.2% and HTT cytoprotect -15.2%[10 µM].
COCCCN1C(=O)C(O)=C(C(C)=O)C1c1cccc(F)c1 (stereo not drawn) was read as HttQ103 aggreg -1.1%, aGlu spleen mod -3.6%, GoLoco inh red -6.3%, GAA glycogen -5.3%, GAA inhib 0.1%, IMPase Li inh -10.6%[38.3 µM] and HTT cytoprotect 2.1%.
`Cc1cc(NC(=O)c2ccc(NC(=O)c3cccs3)cc2)no1` gave HttQ103 aggreg -3.2%, aGlu spleen mod -1.0%, GoLoco inh red 3.0%, GAA glycogen -4.6%, GAA inhib 3.3%, IMPase Li inh 5.2% and HTT cytoprotect -16.0%.
Screening Brc1ccc(-c2ncc3ccccn23)cc1 returned HttQ103 aggreg 0.9%[9.22 µM], aGlu spleen mod -5.9%, GoLoco inh red 3.2%, GAA glycogen -3.5% and HTT cytoprotect -16.6%[10 µM].
`COc1ccc2nccc(/C=C/c3ccnc4ccc(OC)cc34)c2c1` gave HttQ103 aggreg 12.7%[9.22 µM], aGlu spleen mod 1.3%, GoLoco inh red 13.6%, GAA glycogen 6.3% and HTT cytoprotect 11.9%[10 µM].
COc1ccc(C)cc1NC(=O)C(NC(=O)c1cc(OC)c(OC)c(OC)c1)C(C)C (stereo not drawn) was read as HttQ103 aggreg 2.0%, aGlu spleen mod -26.2%, GoLoco inh red 7.6%, GAA glycogen -0.6%, GAA inhib 8.5%, IMPase Li inh 1.2% and HTT cytoprotect -37.9%[inhibitor].
`COc1ccc(NC(=O)CCc2nc3ccccc3s2)c(OC)c1` gave HttQ103 aggreg 12.7%, aGlu spleen mod -2.8%, GoLoco inh red 3.9%, GAA glycogen 5.5%, GAA inhib -6.1%, IMPase Li inh 4.5% and HTT cytoprotect -18.9%.
CC(C)(C)OC(=O)NCCCC1=CC2=CC(=O)C(C)(OC(=O)c3ccco3)C(=O)C2=CO1 (stereo not drawn) was read as aGlu spleen mod -1.2%, GoLoco inh red 9.8%, IMPase Li inh 13.9% and HTT cytoprotect -5.7%.
`O=C(/C=C/c1ccccc1Cl)N(c1ccccn1)C1CCCCC1` gave HttQ103 aggreg -32.1%, aGlu spleen mod 3.1%, GoLoco inh red -7.1%, GAA glycogen -4.4%, GAA inhib -8.7%, IMPase Li inh 16.9% and HTT cytoprotect 8.0%[10 µM].
`O=C(O/N=C1\CCS(=O)(=O)c2sccc21)c1ccccc1` gave HttQ103 aggreg 6.1%, aGlu spleen mod -4.5%, GoLoco inh red 0.8%, GAA glycogen 2.7%, GAA inhib -1.6%, IMPase Li inh 5.8%[38.3 µM] and HTT cytoprotect -27.0%.
Screening CC12CCC(C(=O)N(CC(=O)O)C1=O)C2(C)C (stereo not drawn) returned HttQ103 aggreg 8.6%[9.22 µM], aGlu spleen mod -1.6%, GoLoco inh red 10.9%, GAA glycogen 4.5%, GAA inhib 2.4%, IMPase Li inh -2.9% and HTT cytoprotect 21.0%[10 µM].
`CCCN(CC1CC1)C(=O)COC(=O)c1ccc2c(c1)C(=O)N(c1ccc(OCC)cc1)C2=O` gave HttQ103 aggreg 17.2%, aGlu spleen mod 5.4%, GoLoco inh red 45.3%[activator], GAA glycogen 5.8%, GAA inhib 6.5%, IMPase Li inh 24.7% and HTT cytoprotect -26.2%[10 µM].
O=C(NCCOc1ccc(Cl)cc1)C1CC(=O)N(c2ccc(F)cc2)C1 (stereo not drawn) was read as HttQ103 aggreg -6.4%, aGlu spleen mod -6.7%, GoLoco inh red 2.7%, GAA glycogen 2.7%, GAA inhib -6.3%, IMPase Li inh 3.9%[38.3 µM] and HTT cytoprotect -4.7%[10 µM].
`CCCNC(=O)Nc1cccc(NC(C)=O)c1` gave HttQ103 aggreg -11.7%[9.22 µM], aGlu spleen mod 7.5%, GoLoco inh red -3.0%, GAA glycogen 4.0% and HTT cytoprotect -14.2%[10 µM].
For COc1ccc(C2c3c(ccc4ccccc34)Oc3ncn4nc(Cc5ccccc5)nc4c32)cc1OC (stereo not drawn) the results were HttQ103 aggreg -6.3%, aGlu spleen mod -0.1%, GoLoco inh red 2.9%, GAA glycogen -13.3%, GAA inhib -1.1%, IMPase Li inh -8.4% and HTT cytoprotect 29.8%[10 µM].
O=C(NCc1cccc(C(F)(F)F)c1)C1CC(c2cccc(F)c2)=NO1 (stereo not drawn) was read as HttQ103 aggreg -20.4%[9.22 µM], aGlu spleen mod 5.1%, GoLoco inh red 3.3%, GAA glycogen -0.7% and HTT cytoprotect 9.0%[10 µM].
For CCOc1ccc(Nc2nnc(Cc3ccc(OC)cc3)c(=O)[nH]2)cc1 the results were HttQ103 aggreg 12.3%, aGlu spleen mod 6.5%, GoLoco inh red 4.5%, GAA glycogen 8.4%, GAA inhib -4.9%, IMPase Li inh -2.8% and HTT cytoprotect 9.9%.
For Cn1cccc1/C=C1\SC(=S)N(NC(=O)c2cccc(Cl)c2)C1=O the results were HttQ103 aggreg 13.3%, aGlu spleen mod -4.7%, GoLoco inh red 36.9%[activator], GAA glycogen -0.3%, GAA inhib -12.6%, IMPase Li inh 13.0% and HTT cytoprotect 15.0%[10 µM].
For COCC(=O)N1CCC[C@@]2(CCN(Cc3nccs3)C2)C1 the results were aGlu spleen mod -2.9%, GoLoco inh red -2.0%, IMPase Li inh 3.0% and HTT cytoprotect 13.2%.
`Cc1ccc(SCc2ccc(C(=O)N3CCCCC3)cc2)cc1` gave HttQ103 aggreg 8.0%[9.22 µM], aGlu spleen mod -1.3%, GoLoco inh red 9.4%, GAA glycogen 17.9%, GAA inhib -4.5%, IMPase Li inh 18.0% and HTT cytoprotect -20.3%.
Screening Cc1nn(Cc2ccccc2)c(C)c1NC(=O)c1ccc([N+](=O)[O-])cc1[N+](=O)[O-] returned HttQ103 aggreg -3.3%, aGlu spleen mod 4.4%, GoLoco inh red 4.1%, GAA glycogen -10.3%, GAA inhib -3.0%, IMPase Li inh -2.6% and HTT cytoprotect 23.3%[10 µM].
For CC(C)Cn1c(=S)[nH]c2cc(Cl)ccc21 the results were HttQ103 aggreg 3.9%, aGlu spleen mod -14.3%, GoLoco inh red 0.1%, GAA glycogen -6.1%, GAA inhib -10.9%, IMPase Li inh -5.0% and HTT cytoprotect -49.6%[inhibitor].
COC(=O)c1scc2c(Oc3ccccc3)cc(C(F)(F)F)nc12 was read as HttQ103 aggreg -10.5%[9.22 µM], aGlu spleen mod 0.8%, GoLoco inh red 4.5%, GAA glycogen -12.3%, GAA inhib 12.3% and HTT cytoprotect 6.2%[10 µM].
CC1=N/C(=C\c2ccc3c(c2)OCO3)C(=O)N1c1ccc(C(=O)O)cc1 was read as HttQ103 aggreg 9.5%, aGlu spleen mod 2.5%, GoLoco inh red 13.8%, GAA glycogen -5.2%, GAA inhib -0.2%, IMPase Li inh 4.3% and HTT cytoprotect 10.6%[0.074 µM].
O=C(CCN1C(=O)c2ccccc2C1=O)NCc1ccco1 was read as HttQ103 aggreg 16.2%, aGlu spleen mod -2.9%, GoLoco inh red 4.9%, GAA glycogen -2.4%, GAA inhib -22.7%, IMPase Li inh 18.1%[38.3 µM] and HTT cytoprotect -8.7%.
